Compound activity: PubChem BioAssay, National Center for Advancing Translational Sciences (NCATS)
UDG counterscr: UDG inhibition counter-screen. FRET deamination/UDG coupled assay, UDG read, 4 h. Potency, µM (top dose mostly 115 µM), without a hit: at the top dose activity change, negative = inhibition, hits mostly inhibitors. 91,000 tested, 0.14% active; note: nearly all actives have a fitted effect of over 65% in size
AID inh: activation induced cytidine deaminase inhibition. Q9GZX7. AID deamination FRET fluorescence, UDG-coupled, 4 h. Potency, µM (series often up to 115 µM), for inactives: at the highest dose activity change, negative = inhibition, most hits filed as inhibitors. 91,000 tested, 0.32% active. AID 1347428; note: nearly all actives have a fitted effect of over 25% in size
Target sequence (Q9GZX7 whole entry, looked up): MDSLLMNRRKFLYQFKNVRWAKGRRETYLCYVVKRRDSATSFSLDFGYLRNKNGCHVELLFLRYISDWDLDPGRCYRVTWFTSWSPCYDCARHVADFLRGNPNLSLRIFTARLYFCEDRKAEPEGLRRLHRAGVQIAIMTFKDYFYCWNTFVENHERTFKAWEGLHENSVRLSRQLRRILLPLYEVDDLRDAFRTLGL
* = called active by the depositor; ? = inconclusive; & = joins results of further samples; [ ] = another dose, or the depositor's remark. Calls come from the whole dose curve; as a rule, active = well fitted curve in the direction sought with a large enough effect; inconclusive = small, poorly fitted or top-dose-only effect, or another doubt; inactive = no such curve, though single readings can be large; an effect the other way counts as inactive or inconclusive. % is set by controls: 0 for no effect and ±100 for the full control effect; potency is the fitted concentration of half-maximal effect. These rows are one share of the data, so the mix of outcomes need not match the whole.

SMILES	UDG counterscr	AID inh
O=C(CCC(=O)c1ccc(F)cc1)OCC(=O)c1ccc([N+](=O)[O-])cc1	-0.4%	0.2%
COc1cccc(/C=C(/C#N)c2ccc(C(F)(F)F)cn2)c1	-6.4%	-11.6%
COC(=O)CNC(=O)C12CC3CC(C1)CC(c1ccccc1)(C3)C2	11.5%	5.5%
COc1ccccc1CNC(=O)Cn1nc(C)c2nn(-c3ccc(Cl)cc3)c(C)c2c1=O	-3.8%	3.6%
O=S1(=O)CCN(Cc2cccc(Br)c2)c2c(F)nc(N3CCOCC3)c(F)c21	-7.0%	-4.8%
COc1ccc(OC)c(NC(=O)C2CCN(S(=O)(=O)c3ccc4c(c3)CC(C)N4C(C)=O)CC2)c1 (configuration not stated)	1.8%	-1.4%
Cc1ccc2c(C)c(CCC(=O)N(C)c3ccccc3)c(=O)oc2c1	-2.0%	-1.6%
COc1cccc(C2CC(=O)Nc3c2c(=O)[nH]c2nc4ccccc4n32)c1 (configuration not stated)	-2.7%	15.1%
N#Cc1cccc(NC(=O)CSc2nnc(Cc3ccccc3)o2)c1	2.4%	-7.0%
Cc1ccc(-n2ncc(C(=O)N3CCN(C4CCCCC4)CC3)c2C2CCN(C(=O)OC(C)(C)C)CC2)cc1C	30.7%[activator]	?
COc1ccc(-n2c(C)c(C(C)=O)c3cc(OC(=O)COc4ccccc4)ccc32)cc1	-6.1%	-27.7%
CN1CCN(C(=O)Cn2ncc3c4ccccc4n(Cc4ccc(F)cc4)c3c2=O)CC1	8.7%	4.6%
CCn1cc(C(=O)N2CCN(c3ccccc3)CC2)c(=O)c2cc(S(=O)(=O)N3CCC(C)CC3)ccc21	-24.1%	?
Cc1ccc(-c2nc3ccc(Br)cn3c2Nc2ccc3c(c2)OCO3)o1	-5.2%	51.1%[activator]
[O-][n+]1ccccc1SCc1nc2ccccc2c2ccccc12	-0.2%	-13.7%
CSc1ccc(CCNC(=O)c2ccc(-n3c(C)cc4c3CCCC4)cc2)cc1	-9.0%[57.5 µM]	-1.0%
O=C(CSc1nnc(NCc2ccc(F)cc2)s1)Nc1ccnn1C1CCCC1	-6.7%	-2.4%
Cc1cc2ccccc2[nH]1	-3.6%	-0.6%
COc1cc(/C=N/NC(=O)Cc2cccc(C(F)(F)F)c2)ccc1OCc1ccccc1	-2.2%	-3.6%
O=C(NC1CCCc2ccccc21)c1cc2c(s1)CCC2 (configuration not stated)	-14.2%	-11.2%
CC(=O)N1CCN(c2oc(/C=C/c3ccccc3Cl)nc2C#N)CC1	24.7%	-16.7%
O=C(Cn1c(=O)c2ccccc2n(CC(=O)Nc2ccc(F)cc2)c1=O)NCCc1ccccc1	-4.1%	9.2%
O=C(CN1CCN(Cc2ccc(F)cc2Cl)S1(=O)=O)Nc1ccc(F)cc1	19.6%	-18.4%
Cc1ccc(/C=N/NC(=O)c2cccc(N(C)C)c2)cc1	1.4%	-15.6%
COc1ccc(S(=O)(=O)c2c(C(=O)c3ccc(C)c(C)c3)cnc3ccc(F)cc23)cc1	0.8%	-25.4%
CCOCCCn1c(SCC(=O)NCc2ccccc2)nc2c(sc3ccccc32)c1=O	-4.1%	13.8%
Cc1ccc(/C(COc2ccc3c(C)c(Cc4ccccc4)c(=O)oc3c2C)=N/O)cc1	5.2%	25.5%
Cc1scc(CN2CCN(c3ccc(F)cc3)CC2)c1C	3.5%&3.3%	4.9%&2.0%
CCOc1ccc(C(=O)Nc2ccc3nc4c(c(Nc5ccccc5OC)c3c2)CCCC4)cc1	4.3%	-3.1%
COc1cccc(-c2ccc3c(N)c(C(=O)Nc4ccccc4C)sc3n2)c1	-14.4%	?
CCCCn1cc(S(=O)(=O)c2ccc(OC)cc2)c(=O)c2cc(F)c(F)cc21	-9.4%	-8.0%
CC(C)(C)C(=O)NCCNC(=O)c1nc2ccccc2c(=O)[nH]1	4.6%	2.7%
COc1ccc(S(=O)(=O)Oc2ccc3c(c2)O/C(=C\c2cc(OC)ccc2OC)C3=O)cc1	12.8%	-7.1%
C=Cc1ccc(Cn2c(C(=O)OC)cc3sc(C)cc32)cc1	-3.5%	3.9%
COc1ccc2nc(N3C(=O)C(O)=C(C(=O)c4ccco4)C3c3cccc(OC)c3OC)sc2c1 (configuration not stated)	6.5%	?
COc1ccc(CCNC(=O)c2cc3c(=O)n(C)c4ccccc4c3s2)cc1OC	-10.5%	-3.2%
CC(C)c1nnc2ccc(NCc3ccc(F)cc3)nn12	3.4%	-4.9%
c1ccc(-c2cc(-c3ccccc3)[o+]c(-c3ccccc3)c2)cc1	-13.6%	-12.5%
COc1cccc(C2/C(=C(\O)c3ccc4c(c3)OCCO4)C(=O)C(=O)N2CCc2ccccc2)c1 (configuration not stated)	4.0%	?
CCOc1cc2c(cc1NC(=O)Cc1ccc(OC)cc1)OC(C)C2 (configuration not stated)	-4.4%	-3.5%
COc1ccc(NC(=O)Cn2c(=O)n(Cc3ccc4c(c3)OCO4)c(=O)c3ccc(C(=O)NC4CCCCC4)cc32)cc1	2.2%	4.5%
COc1ccc(-c2onc(C)c2C)cc1S(=O)(=O)NC1CCC(C)CC1 (configuration not stated)	-14.8%	-18.0%
COc1cccc(NS(=O)(=O)c2ccc3[nH]cc(C(=O)N4CCCCCC4)c(=O)c3c2)c1	-4.2%	15.7%
CCc1ccc(S(=O)(=O)N(C(=O)c2ccncc2)c2ccc3oc(C)c(C(=O)OC)c3c2)cc1	1.8%	5.5%
COc1ccc(Br)cc1/C=C(\C#N)C(N)=C(C#N)C#N	-10.8%	-27.9%
CCOC(=O)N1CCN(C(=O)Cn2nc(-c3ccccc3F)ccc2=O)CC1	-2.5%	-0.4%
CN(C1CCCCC1)S(=O)(=O)c1ccc(F)c(C(=O)Nc2ccc(C(F)(F)F)cc2)c1	-6.4%	-15.2%
CCC(Sc1nnc(-c2ccc(OC)cc2)c(-c2ccc(OC)cc2)n1)C(=O)Nc1cccc(OC)c1 (configuration not stated)	22.1%	18.7%
COc1cc(Cl)c(C)cc1NC(=O)CN1c2ccccc2S(=O)(=O)c2ccccc21	-9.6%	-4.8%
O=C(CCC(=O)c1ccc2c(c1)OCCO2)OCC(=O)c1ccc(Cl)c(Cl)c1	-4.1%	24.3%
COc1cccc2c1cc1c(=O)n(CC(=O)NCCCN3CCN(C)CC3)nc(C)n12	-4.0%	8.4%
CCc1ccccc1N1CC(c2nc3ccccc3n2Cc2cccc(C)c2)CC1=O (configuration not stated)	?	?
COCCCNc1nc2c(-c3cccc(Br)c3)nnn2c2ccccc12	3.0%	28.2%
CC(C)c1cnc2c(c1SCCN1CCOCC1)c(=O)n(C)c(=O)n2C	-12.9%	-4.6%
COc1ccc2oc(=O)c(/C(C)=N/O)cc2c1	-10.9%	-9.4%
CCCCN1C(=O)c2[nH]nc(-c3ccccc3O)c2C1c1ccc(C(C)(C)C)cc1 (configuration not stated)	-22.9%	?
COc1ccc(CNS(=O)(=O)c2ccc(-c3cnc(C4CC4)o3)cc2)cc1	-1.9%	-10.4%
O=C(NC1CC(=O)N(c2cccc(F)c2)C1)C(c1ccccc1)c1ccccc1 (configuration not stated)	1.2%	6.2%
CCOC(=O)N1CCc2c(sc3c2c(=O)n(Cc2ccccc2)c(=O)n3Cc2cccc(C)c2)C1	-6.8%[57.5 µM]	-19.5%
CC(=O)Nc1cccc(C(=O)NCc2ccc3c(c2)CCN3C(=O)c2ccc(F)cc2)c1	-25.6%	-22.3%

Looked up above:
COc1ccc(S(=O)(=O)Oc2ccc3c(c2)O/C(=C\c2cc(OC)ccc2OC)C3=O)cc1 in UDG counterscr is listed with 12.8%
COc1ccc(S(=O)(=O)c2c(C(=O)c3ccc(C)c(C)c3)cnc3ccc(F)cc23)cc1 in UDG counterscr is listed with 0.8%
N#Cc1cccc(NC(=O)CSc2nnc(Cc3ccccc3)o2)c1 in UDG counterscr is listed with 2.4%

Gathered by group, the entries above with a cyano group
SMILES	UDG counterscr	AID inh
COc1cccc(/C=C(/C#N)c2ccc(C(F)(F)F)cn2)c1	-6.4%	-11.6%
N#Cc1cccc(NC(=O)CSc2nnc(Cc3ccccc3)o2)c1	2.4%	-7.0%
CC(=O)N1CCN(c2oc(/C=C/c3ccccc3Cl)nc2C#N)CC1	24.7%	-16.7%
COc1ccc(Br)cc1/C=C(\C#N)C(N)=C(C#N)C#N	-10.8%	-27.9%

Other entries follow.
SMILES	UDG counterscr	AID inh
CCc1nnc(NC(=O)c2nc(SCc3ccccc3F)ncc2Cl)s1	?	?
Cc1ccc(Nc2sc(C(=O)c3ccccc3)c(N)c2C(=O)Nc2ccc(Cl)cc2)cc1	-8.6%	334.7%[activator]
CCCCCc1ccc(-c2ccc(C3CCC(CCCCC)CC3)cc2)nc1 (configuration not stated)	-13.0%	3.6%
COc1cccc(/C=C2\Oc3cc(OS(=O)(=O)c4ccc(C)cc4)ccc3C2=O)c1OC	-11.5%	-8.7%
CC(=O)Oc1cc(OC(C)=O)c2c(C)c(CC(=O)NCc3ccccc3)c(=O)oc2c1	0.5%	-3.6%
Cc1cccc(-n2c(=O)c3ccccc3n(Cc3ccccc3C#N)c2=O)c1	5.6%	7.7%
O=C1CCc2cc(S(=O)(=O)NC(C(=O)Nc3cccc(F)c3)c3ccccc3)ccc2N1 (configuration not stated)	-0.7%	1.5%
Cc1cc(-c2ccc(S(=O)(=O)N3CCN(c4ccc(Cl)cc4)CC3)s2)on1	3.9%	2.3%
CCCc1cc(N2CCN(c3ccc(OC)cc3)CC2)n2cnnc2n1	-3.1%	-6.3%
CCOc1ccccc1NS(=O)(=O)c1c(C)nc2sccn2c1=O	74.6%[activator]	1.4%
CN(Cc1ccccc1)C(=O)C1CCC(CNS(=O)(=O)c2ccc3c(c2)CCCC(=O)N3)CC1 (configuration not stated)	4.8%	2.8%
Cc1nn2c(=O)cc(COC(=O)CNC(=O)c3ccc(F)cc3)nc2s1	5.4%	12.1%
Cc1ccc(-c2c3c(=O)n(C)c(=O)n(C)c3c3n2CCOC3c2coc3ccccc3c2=O)cc1 (configuration not stated)	1.8%	-3.7%
Cc1ccc2[nH]c(=O)c(-c3noc(CCCC(=O)NCC(C)C)n3)cc2c1	12.8%	1.9%
Cc1cc(C)cc(NC(=O)CNS(=O)(=O)c2ccc3nc(C)sc3c2)c1	-10.1%	8.3%
Cc1ccc(S(=O)(=O)N(CC(=O)N2CCc3ccccc3C2)c2ccc(C)c(C)c2)cc1	-11.6%[57.5 µM]	?
CC(C)CC(=O)Nc1ccccc1	4.4%	1.9%
COc1ccc(CNC(=O)CCc2c(C)nc3c(c(C)nn3-c3ccccc3)c2C)cc1	-20.1%[57.5 µM]	3.6%
COc1ccc(NC(=O)[C@H]2O[C@@H]3OC(C)(C)O[C@@H]3[C@H]3OC(C)(C)O[C@H]32)c(OC)c1	-1.8%	7.5%
Fc1ccccc1CN1CCc2ccccc2C1	3.2%	-9.3%
COc1ccc(S(=O)(=O)N2CCN(c3ccccc3OC)CC2)cc1-c1noc(C)n1	-14.2%	-21.4%
NC(=O)c1cccc(CNC(=O)C2CCCC2)c1	-10.9%	-2.4%
CC(C)OC(=O)/C(C#N)=C/c1ccc(-c2ccccc2Cl)o1	-1.9%	5.6%
Cc1ccc(C)c(CN2C(=O)c3ccccc3S(=O)(=O)c3ccc(C(=O)N4CCCCCC4)cc32)c1	-13.8%	-15.6%
CC(=O)c1cc2c(cc1N/C(=N/S(=O)(=O)c1ccc(Br)cc1)c1ccccc1)OCO2	-1.2%	-14.0%
COc1ccc(C2c3c(n(C)c4ccccc34)C(=O)N2CC(=O)Nc2ccc(Cl)cc2)cc1 (configuration not stated)	76.0%[activator]	?
CCCCCn1nc(C(=O)N2CCCC(c3nc4ccccc4s3)C2)c2ccccc2c1=O (configuration not stated)	-6.9%	-26.0%
CCCCc1ccc(CC(=O)NCc2coc(-c3cccs3)n2)cc1	4.9%	-4.3%
COc1cc(C(=O)Nc2ccc(OCc3cc(=O)n4cc(C)sc4n3)cc2)cc(OC)c1OC	-17.6%	-11.9%
CCN(c1ccccc1)S(=O)(=O)c1nnc(NC(=O)C(C)(C)C)s1	5.1%	10.2%
Oc1cc(C2CCCCC2)cc(C2CCCCC2)c1	4.0%	-2.7%
CCC(C)[C@H](NC(=O)NCc1ccccc1)C(=O)OC (some centres not stated)	3.1%	-1.5%
Cc1ccc(Cn2c(CNC(=O)c3cccc(C)c3)nc3ccccc32)cc1	-9.1%[57.5 µM]	3.9%
CC(NC(=O)c1ccc2ccccc2n1)c1ccc(Cl)c(Cl)c1 (configuration not stated)	-9.6%	-16.7%
Cc1ccc(NCc2ccccc2-c2nnc(-c3ccccc3Cl)o2)cc1Cl	-2.4%	0.2%
Cc1ccc(S(=O)(=O)c2[nH]c(-c3ccccc3)nc2SC(C)C(=O)O)cc1 (configuration not stated)	-6.2%	0.4%
CCCCn1c(N)c(N(C(=O)c2cc3c(s2)CCC3)C2CCCC2)c(=O)[nH]c1=O	2.9%	13.0%
CCN(CC)CCNC(=O)C1CCCN(c2ncnc3onc(C)c23)C1 (configuration not stated)	7.2%	50.9%[activator]
CC(=O)c1ccc(Oc2nc(C)nc3c2oc2ccccc23)cc1	6.7%	16.8%
Cc1ccc(S(=O)(=O)NCc2nc3cccnc3n2Cc2ccccc2Cl)c(C)c1	7.1%	-10.6%
CC(=O)Nc1ccccc1-c1nc2ccccc2n(C(C)C(=O)Nc2ccccc2C(F)(F)F)c1=O (configuration not stated)	0.0%	-23.1%
COc1cccc(CNC(=O)C2=C(C)C(=O)OC23CCCCCC3)c1	18.7%	9.8%
Clc1cc2[nH]c3c(c2cc1Cl)CCCC3	-12.3%	-8.2%
CC1=C(C(=O)Nc2cccnc2)C(c2ccc(Cl)cc2)n2nc(SCc3ccccc3)nc2N1 (configuration not stated)	3.6%	22.9%
O=C1/C(=C/c2ccc(F)cc2)C(c2ccccc2)Oc2ccccc21 (configuration not stated)	5.6%	-12.8%
